# IDH1 R132H inh: qHTS for Inhibitors of mutant isocitrate dehydrogenase 1 (IDH1): qHTS; actives 0.093% (n = 390,000); Potency, µM (series often up to 76.6 µM), inactives show at the highest dose activity change, negative = inhibition, actives largely listed as inhibitors; AID 602179, 2012; IDH1-R132H enzyme, NADPH consumption, diaphorase/resazurin fluorescence; Isocitrate dehydrogenase [NADP] cytoplasmic (Homo sapiens), O75874; note: potency is the fitted concentration of half-maximal effect; % is set by controls: 0 for no effect and ±100 for the full control effect; nearly all actives have a fitted effect of over 65% in size
# Target sequence (O75874 whole entry R132H, stated change not applied): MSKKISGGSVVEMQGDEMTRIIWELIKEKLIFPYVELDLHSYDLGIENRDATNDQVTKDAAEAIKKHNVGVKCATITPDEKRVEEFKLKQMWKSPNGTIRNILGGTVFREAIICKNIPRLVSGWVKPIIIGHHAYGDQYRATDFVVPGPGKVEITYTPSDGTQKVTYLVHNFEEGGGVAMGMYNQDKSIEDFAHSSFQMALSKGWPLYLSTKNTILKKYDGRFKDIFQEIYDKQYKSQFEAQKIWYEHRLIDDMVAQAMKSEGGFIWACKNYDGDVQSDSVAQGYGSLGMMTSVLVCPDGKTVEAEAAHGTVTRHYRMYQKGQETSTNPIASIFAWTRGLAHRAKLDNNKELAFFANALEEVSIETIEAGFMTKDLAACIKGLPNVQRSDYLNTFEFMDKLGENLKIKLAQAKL
#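 IDH1-R132H (0.5 ug/mL dispensed) in pH 7.5 Tris buffer was preincubated 30 min with compound, then given a substrate mix of 0.016 mM NADPH and 2 mM alpha-KG for 80 min at room temperature; remaining NADPH was read by diaphorase/resazurin fluorescence.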
# RGS4 inh: Inhibitors of Regulator of G Protein Signaling (RGS) 4: qHTS; Transcreener GDP fluorescence polarization, RGS4-accelerated GTP hydrolysis; Potency, µM (titrated, usually from 114 µM), for inactives: at the top dose activity change, negative = inhibition, usual class: inhibitors; actives 0.039% (n = 390,000); note: potency is the fitted concentration of half-maximal effect; % is set by controls: 0 for no effect and ±100 for the full control effect; nearly all actives have a fitted effect of over 75% in size; some results filed as inactive show a strong effect at the top dose
# Target sequence (P49798 whole entry, looked up): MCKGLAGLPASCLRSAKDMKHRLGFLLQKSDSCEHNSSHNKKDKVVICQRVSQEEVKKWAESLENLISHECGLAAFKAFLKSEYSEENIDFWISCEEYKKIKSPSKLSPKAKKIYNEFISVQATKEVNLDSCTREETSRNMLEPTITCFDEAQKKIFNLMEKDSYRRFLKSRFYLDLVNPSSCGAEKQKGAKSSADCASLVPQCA
#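 MLSMR compounds (23 nl, pin-transferred) preincubated 10 min at room temperature with a 500nM (2x) first reagent, then RGS4 at 900nM (2x) plus Transcreener GDP mix added; fluorescence polarization (620/688 nm) read before and after 90 min at 30 °C.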
# TrxR1 substrate: qHTS Assay for Substrates of Mammalian Selenoprotein Thioredoxin Reductase 1 (TrxR1): qHTS; purified TrxR1 substrate turnover, NADPH consumption readout; AID 588456, 2011; actives 0.01% (n = 390,000); Thioredoxin reductase 1, cytoplasmic (Rattus norvegicus), O89049; Potency, µM (titrated, usually from 114 µM), for the others: at the top dose activity change, negative = substrate turnover; note: potency is the fitted concentration of half-maximal effect; % is set by controls: 0 for no effect and ±100 for the full control effect; nearly all actives have a fitted effect of over 50% in size
#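 Rat TrxR1, dispensed at 90 nM, was prereduced with 400 uM NADPH (final) for 5 min at ~22 deg C, then incubated with compound 15 min before 400 uM selenite. A first-read NADPH fluorescence drop versus no-compound background flagged substrates.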
# LDHA block: qHTS assay for inhibitors of human lactate dehydrogenase; purified LDHA, NADH/diaphorase-resazurin fluorescence; active compounds read low; activity change, % (values are at about 110 or 230 µM); actives 0.15% (n = 480,000); in the data active = activity change below about -30%; inconclusive = mostly about -25% to -30%;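 note: plate controls were DMSO wells for no effect and wells without enzyme for full effect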
#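 Enzyme activity of human lactate dehydrogenase 5 (2 nM; 0.06 mM NADH, 0.2 mM pyruvate, 5 min, RT) is measured via a resazurin/diaphorase fluorescence readout of residual NADH.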
# Vif-A3F inh: qHTS for Inhibitors of Vif-A3F Interactions: qHTS. Potency, µM (doses to about 46.1 µM), inactives show at the highest dose activity, negative = active. HeLa A3F-eYFP + Vif (tagged APOBEC3F with the HIV-1 protein that degrades it), YFP fluorescence increase. actives 0.2% (n = 390,000); note: potency is the fitted concentration of half-maximal effect; % of control where 0% means no effect; nearly all actives have a fitted effect of over 65% in size
#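 HeLa cells stably expressing A3F-eYFP plus Vif, plated and incubated overnight at 37 deg C, then exposed to compounds overnight at 37 deg C. Blocked degradation read as raised yellow fluorescence (Ex 488/Em 500-530).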
# TrxR1 inh: qHTS Assay for Inhibitors of Mammalian Selenoprotein Thioredoxin Reductase 1 (TrxR1): qHTS | Thioredoxin reductase 1, cytoplasmic (Rattus norvegicus), O89049 | recombinant rTrxR1, NADPH fluorescence consumption, selenite substrate | Potency, µM (highest dose often 114 µM), for inactives: at the top dose activity change, negative = inhibition, actives largely listed as inhibitors | actives 1% (n = 390,000) | AID 588453, 2011; note: potency is the fitted concentration of half-maximal effect; % is set by controls: 0 for no effect and ±100 for the full control effect; nearly all actives have a fitted effect of over 65% in size
#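 Rat TrxR1 (90 nM in the dispensed reagent) was pre-reduced with 400 uM NADPH for 5 min at room temperature, then incubated with compound for 15 min. After 400 uM selenite was added, NADPH fluorescence (Ex 340/Em 450 nm) was followed for 8 min.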
# Glioma ERSR ind: qHTS for Inducers of the Endoplasmic Reticulum Stress Response (ERSR) in Human Glioma: qHTS; U87-MG GRP78 promoter luciferase reporter, 16 h; actives 0.02% (n = 420,000); Potency, µM, for the others: at the highest dose activation, most hits filed as activators; note: potency is the fitted concentration of half-maximal effect; series mostly up to about 76 µM; % of control where 0% means no effect; nearly all actives have a fitted effect of over 35% in size
#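 Stably transfected U87-MG glioma cells carrying a GRP78-based luciferase sensor; 16 h compound incubation. Luminescence end-point read 10 min after Bright-Glo addition at room temperature.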
# USP1-UAF1 inh: Inhibitors of USP1/UAF1: Primary Screen; recombinant USP1/UAF1, Ub-Rhodamine cleavage fluorescence; Potency, µM (titrated, usually from 57.1 µM), for the others: at the top dose activity change, negative = inhibition, actives largely listed as inhibitors; actives 0.23% (n = 390,000); note: potency is the fitted concentration of half-maximal effect; % is set by controls: 0 for no effect and ±100 for the full control effect; nearly all actives have a fitted effect of over 60% in size; inactives centre near -12
#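 USP1/UAF1 complex at 1 nM was preincubated with compound for 15 min at room temperature, then Ub-Rho substrate (150nM final) was added. Fluorescence (480/540 nm) was read kinetically, 6 reads every 60 seconds.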
# Vif-A3G inh: qHTS for Inhibitors of Vif-A3G Interactions: qHTS; DNA dC->dU-editing enzyme APOBEC-3G (Homo sapiens), Q9HC16; HeLa A3G-eYFP + Vif (tagged APOBEC3G with the HIV-1 protein that degrades it), YFP fluorescence, overnight; Potency, µM (doses to about 46.1 µM), for inactives: at the top dose activity, negative = active, hits mostly inhibitors; actives 0.076% (n = 410,000);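 note: potency is the fitted concentration of half-maximal effect; % is set by controls: 0 for no effect and ±100 for the full control effect; nearly all actives have a fitted effect of over 60% in size; hits raise eYFP signal because A3G escapes Vif-driven loss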
# Target sequence (Q9HC16 whole entry, looked up): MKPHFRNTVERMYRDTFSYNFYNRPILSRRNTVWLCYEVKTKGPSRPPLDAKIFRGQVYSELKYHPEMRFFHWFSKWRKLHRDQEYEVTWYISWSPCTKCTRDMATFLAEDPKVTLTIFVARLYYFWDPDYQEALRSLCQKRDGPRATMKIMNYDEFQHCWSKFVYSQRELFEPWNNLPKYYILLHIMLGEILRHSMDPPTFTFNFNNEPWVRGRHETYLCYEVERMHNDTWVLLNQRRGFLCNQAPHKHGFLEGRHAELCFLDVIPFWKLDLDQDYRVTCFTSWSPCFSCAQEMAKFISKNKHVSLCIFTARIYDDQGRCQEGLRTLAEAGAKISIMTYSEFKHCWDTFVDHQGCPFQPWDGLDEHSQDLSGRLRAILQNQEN
#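 Read-out is eYFP fluorescence (Ex 488/Em 500-530) from Vif-expressing HeLa A3G-eYFP cells; more signal means A3G escaped Vif-mediated degradation. Cells plated overnight, compound pinned in, incubated overnight at 37 deg C.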
# * marks the source's active call; other numbers are inactive results; ? = inconclusive; · = no result given; [ ] = another dose, or the depositor's remark. Unless noted, calls come from the whole dose curve; as a rule, active = well fitted curve in the direction sought with a large enough effect; inconclusive = small, poorly fitted or top-dose-only effect, or another doubt; inactive = no such curve, though single readings can be large; an effect the other way counts as inactive or inconclusive.
SMILES,IDH1 R132H inh,RGS4 inh,TrxR1 substrate,LDHA block,Vif-A3F inh,TrxR1 inh,Glioma ERSR ind,USP1-UAF1 inh,Vif-A3G inh
CC(C)CC(NC(=O)C1CCC(C)CC1)C(=O)OCC(=O)c1ccc(Cl)cc1 (stereo not drawn),9%,-6%,2%,-1,7%,22%,-2%,-9%,3%
Nc1c(N(CCO)C(=O)COc2ccc(Cl)cc2)c(=O)[nH]c(=O)n1Cc1ccccc1,-14%,13%,-5%,-8,2%,-1%,-2%,-21%,-1%
O=C(O)c1ccc(S(=O)(=O)N2CCC3(CC2)CC(=O)c2ccccc2O3)cc1,-4%,19%,26%,-8,5%,-4%,-3%,2%,-5%
CCCCOc1ccc(C(=O)NCC2(c3ccc(OC)cc3)CCOCC2)cc1,5%,-27%,2%[57.1 µM],-3,7%,-7%[57.1 µM],-4%,-8%,-2%
COC(=O)c1ccccc1NC(=O)CSc1nncn1-c1ccccn1,-4%,-2%,3%[57.1 µM],-4,-26%,17%[57.1 µM],-4%,-5%,-4%
COc1cc(/C=N/NC(=O)C(C)Nc2n[nH]c(=O)[nH]c2=O)cc(OC)c1O (stereo not drawn),0%,11%,2%[57.1 µM],-1,-10%,-5%[57.1 µM],-1%,-16%,2%
CN(CC(=O)NCc1cccnc1)S(=O)(=O)c1ccccc1,0%,5%,-9%,-1,-7%,-6%,-1%,-19%,-6%
C=C(C)COc1ccc(-c2nc(N)ncc2Oc2ccccc2OCC)c(O)c1,2%,17%,-19%,7,-21%,21%[57.1 µM],8%,-22%,-25%
Nc1ncc([N+](=O)[O-])c(Oc2ccccc2F)n1,-4%,39%,-15%,-3,0%,?,1%,-10%,-4%
O=S(=O)(NCC(c1ccc2c(c1)OCO2)N1CCN(c2ccccc2)CC1)c1ccccc1 (stereo not drawn),1%,2%,3%,-5,-1%,12%,-2%,-12%,1%
O=C(Cc1ccc(Cl)cc1)NCc1ccccc1Cl,2%,-5%,4%[57.1 µM],-1,-4%,14%[57.1 µM],1%,-16%,-8%
Cc1[nH]c2ccccc2c1C(=O)C(=O)NCc1ccco1,-15%,11%[11.4 µM],-3%,1,-15%,19%,0%,-8%,8%
CCOc1ccccc1CNC(=O)c1sc2ncccc2c1-n1cccc1,0%,7%,-1%[57.1 µM],-5,3%,17%[57.1 µM],-3%,-12%,0%
COC(=O)C1=C(C)N(Cc2ccccc2)C(=O)N[C@H]1c1ccc(Br)cc1,11%,-24%,-5%[57.1 µM],1,2%,17%[57.1 µM],-5%,-26%,-9%
O=C1C=C(c2ccc(F)nc2)CCC1,6%,-4%,-10%[57.1 µM],2,-5%,-6%,-2%,-20%,2%
Cn1c(Oc2ccccc2)nc2c1c(=O)n(Cc1ccc(Cl)cc1Cl)c(=O)n2C,0%,-2%,-4%,-3,2%,9%,-1%,-15%,-1%
Cc1cc(Nc2nn(C)c(N)c2C#N)ccc1F,2%,15%,-5%,0,-6%,2%,2%,7%,-1%
O=C1[C@H]2[C@@H](/C=C/c3ccccc3)N3C(=O)CN(Cc4ccccn4)C(=O)[C@@]3(Cc3ccccc3)[C@H]2C(=O)N1c1ccccc1,-1%,-5%,-2%,2,1%,19%,-4%,-15%,-3%
COC(=O)NC1(C(F)(F)F)C(=O)NC(C)=C1C(=O)OC (stereo not drawn),3%,19%,5%[57.1 µM],-5,-14%,-1%[57.1 µM],-4%,-23%,0%
CCN(Cc1ccccc1)S(=O)(=O)c1c(C)[nH]c(C)c1C(=O)N1CCCC1,0%,-9%,13%,0,4%,42%[activator],-3%,-10%,3%

# 2 entries drawn at random from the list so far:
SMILES,IDH1 R132H inh,RGS4 inh,TrxR1 substrate,LDHA block,Vif-A3F inh,TrxR1 inh,Glioma ERSR ind,USP1-UAF1 inh,Vif-A3G inh
COC(=O)NC1(C(F)(F)F)C(=O)NC(C)=C1C(=O)OC (stereo not drawn),3%,19%,5%[57.1 µM],-5,-14%,-1%[57.1 µM],-4%,-23%,0%
CCOc1ccccc1CNC(=O)c1sc2ncccc2c1-n1cccc1,0%,7%,-1%[57.1 µM],-5,3%,17%[57.1 µM],-3%,-12%,0%

# (continued)
SMILES,IDH1 R132H inh,RGS4 inh,TrxR1 substrate,LDHA block,Vif-A3F inh,TrxR1 inh,Glioma ERSR ind,USP1-UAF1 inh,Vif-A3G inh
CCc1ccc(C(CNC(=O)c2ccc3c(=O)n(-c4ccccc4F)c(=S)[nH]c3c2)N(C)C)cc1 (stereo not drawn),-3%,-14%,-3%,-12,13%,-24%[57.1 µM],0%,-11%,4%
CN1C(=O)C2(OCC(COc3ccc(Cl)cc3)O2)c2ccccc21 (stereo not drawn),0%,10%,5%,-1,-5%,15%,-2%,-17%,1%
O=S(=O)(Nc1nc2ccc(Cl)cc2s1)c1cccs1,-7%,-51%,1%,-3,?,-6%,3%,-12%,3%
CC(=O)c1ccc(Cc2ncc(C(F)(F)F)cc2Cl)s1,6%,-9%,-9%[57.1 µM],1,0%,3%[57.1 µM],1%,-13%,-9%
CCOc1ccc(NC(=O)CSc2nnc3scc(-c4ccccc4)n23)cc1,·,19%,-1%,-20,·,7%,·,-18%,·
Cn1ccnc1-c1nnn(-c2ccc(F)cc2)n1,3%,-3%,4%,2,-2%,-8%,-2%,-20%,2%
CC(=O)c1ccc(OC(=O)Oc2ccc(C(C)=O)cc2)cc1,3%,-39%,-5%[57.1 µM],-2,5%,5%[11.4 µM],-3%,-17%,3%
COc1ccc(/C(O)=C2/C(=O)C(=O)N(CCN(C)C)C2c2ccc(OC)c(OC)c2)c(C)c1 (stereo not drawn),1%,8%,-4%,4,5%,-8%,-3%,-15%,1%
Cc1ccc(OC(=O)c2sc(Cl)nc2C)cc1C,3%,-13%,-11%,-2,0%,-14%,-2%,-13%,-1%
Cc1ccc(N2C(=O)C(Cl)=C(N3CCCCCC3)C2=O)c(C)c1,1%,5%,-5%,-5,18%,3%[57.1 µM],-1%,-2%,2%
C=CCN(CC(=O)Nc1cccnc1)S(=O)(=O)c1ccc(Cl)cc1,2%,17%,5%[57.1 µM],-2,4%,1%[2.29 µM],1%,2%,1%
Cc1cccc(Nc2nc(Nc3cccc(C)c3)nc(N3CCOCC3)n2)c1,-15%,-38%,5%,-7,?,11%,-2%,?,9%
CCOCCCNC(=O)CN1C(=O)NC(Cc2c[nH]c3ccccc23)C1=O (stereo not drawn),20%,-17%,12%,-7,-1%,30%,-8%,-23%,-10%
CCC1=NN2C(=N)/C(=C\c3cccn3-c3ccc(OC)cc3)C(=O)N=C2S1,6%,-7%,-7%,-4,1%,6%,1%,-13%,-4%
Cc1ccc(OCC(=O)Nc2ccc(C(=O)Nc3ccccc3C(=O)O)cc2)cc1C,-3%,·,·,-8,-1%,·,-4%,-8%,1%
COC(=O)C1=C(O)/C(=C\c2sccc2C)N=C1C,1%,-28%,-20%,-1,-1%,-6%,6%,-4%,-4%
O=C(c1ccccc1)N1CCC(O)(c2cccnc2)CC1,-2%,0%,9%[57.1 µM],-1,0%,8%[57.1 µM],-3%,?,-1%

# Grouped by structure: those above containing an NH in an aromatic ring
SMILES,IDH1 R132H inh,RGS4 inh,TrxR1 substrate,LDHA block,Vif-A3F inh,TrxR1 inh,Glioma ERSR ind,USP1-UAF1 inh,Vif-A3G inh
Nc1c(N(CCO)C(=O)COc2ccc(Cl)cc2)c(=O)[nH]c(=O)n1Cc1ccccc1,-14%,13%,-5%,-8,2%,-1%,-2%,-21%,-1%
COc1cc(/C=N/NC(=O)C(C)Nc2n[nH]c(=O)[nH]c2=O)cc(OC)c1O (stereo not drawn),0%,11%,2%[57.1 µM],-1,-10%,-5%[57.1 µM],-1%,-16%,2%
Cc1[nH]c2ccccc2c1C(=O)C(=O)NCc1ccco1,-15%,11%[11.4 µM],-3%,1,-15%,19%,0%,-8%,8%
CCN(Cc1ccccc1)S(=O)(=O)c1c(C)[nH]c(C)c1C(=O)N1CCCC1,0%,-9%,13%,0,4%,42%[activator],-3%,-10%,3%
CCc1ccc(C(CNC(=O)c2ccc3c(=O)n(-c4ccccc4F)c(=S)[nH]c3c2)N(C)C)cc1 (stereo not drawn),-3%,-14%,-3%,-12,13%,-24%[57.1 µM],0%,-11%,4%
CCOCCCNC(=O)CN1C(=O)NC(Cc2c[nH]c3ccccc23)C1=O (stereo not drawn),20%,-17%,12%,-7,-1%,30%,-8%,-23%,-10%

# Screening results as filed in PubChem BioAssay.

# Not all compounds are listed, so the mix of outcomes need not match the whole.
